High-throughput results from PubChem.
BoNT F protease – inhibitors of Botulinum neurotoxin F light chain protease; Multiplex microsphere protease cleavage assay, flow cytometry; inhibition, % at 10 µM; actives 0.22% (n = 360,000); AID 588497; in the data active means inhibition above about 35%, passing the limit was not always enough; inconclusive means no clear call, values can overlap the other calls; further: plate controls were buffer without enzyme for full effect and enzyme alone for no effect
PfHsp40 rescue – rescue of PfHsp40-mediated yeast toxicity; actives 0.68% (n = 340,000); S. cerevisiae expressing PfHsp40, growth rescue, ATP luminescence; AID 504582; growth rescue, % at 12.5 µM; in the data active means growth rescue above about 28%, passing the limit was not always enough; inconclusive means no clear call, values can overlap the other calls;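 further: yeast W303a lacking pdr1 and pdr3 grown in galactose medium; growth measured after three days at 30 °C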
BoNT A protease – BoNT A light chain protease inhibition; multiplex microsphere protease substrate cleavage, flow cytometry; actives 0.17% (n = 360,000); inhibition, % at 10 µM; AID 588499; further: plate controls were buffer without enzyme for full effect and enzyme alone for no effect
FadD28 FP inh – M. tuberculosis FadD28 bisubstrate binding inhibition. FadD28 bisubstrate probe binding, fluorescence polarization. inhibition, % at 12.5 µM. actives 0.22% (n = 360,000). AID 588549; in the data active means inhibition above about 8.5%, passing the limit was not always enough; inconclusive means no clear call, values can overlap the other calls
Anthrax LF inh2 – blocks Bacillus anthracis lethal factor protease; multiplex microsphere protease cleavage assay, LF; inhibition, % at 10 µM; actives 0.12% (n = 360,000); further: plate controls were buffer without enzyme for full effect and enzyme alone for no effect
FBA Mtb inh – inhibitors of M. tuberculosis fructose-bisphosphate aldolase | P9WQA3 | purified M. tuberculosis FBA, fluorescence read-out | inhibition, % at 1 µM | actives 2.3% (n = 360,000); in the data active means inhibition above about 27%;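 further: 0% = vehicle and 100% = reference inhibitor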
Target sequence (P9WQA3 whole entry, looked up): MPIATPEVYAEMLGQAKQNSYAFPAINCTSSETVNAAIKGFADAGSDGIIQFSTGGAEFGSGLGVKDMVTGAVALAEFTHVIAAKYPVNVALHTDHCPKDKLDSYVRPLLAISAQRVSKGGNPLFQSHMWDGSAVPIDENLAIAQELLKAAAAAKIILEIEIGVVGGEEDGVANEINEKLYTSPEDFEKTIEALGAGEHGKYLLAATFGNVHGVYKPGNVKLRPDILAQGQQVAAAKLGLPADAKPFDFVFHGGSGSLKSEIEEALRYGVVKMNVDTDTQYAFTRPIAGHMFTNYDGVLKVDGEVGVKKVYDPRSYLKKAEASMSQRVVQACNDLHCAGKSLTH
UGM FP inh – inhibitors of M. tuberculosis UDP-galactopyranose mutase. purified UGM, fluorescence polarization probe displacement. actives 0.06% (n = 320,000). P9WIQ1. inhibition, % at 10 µM; in the data active means inhibition above about 10%, passing the limit was not always enough; inconclusive means no clear call, values can overlap the other calls
Target sequence (P9WIQ1 whole entry, looked up): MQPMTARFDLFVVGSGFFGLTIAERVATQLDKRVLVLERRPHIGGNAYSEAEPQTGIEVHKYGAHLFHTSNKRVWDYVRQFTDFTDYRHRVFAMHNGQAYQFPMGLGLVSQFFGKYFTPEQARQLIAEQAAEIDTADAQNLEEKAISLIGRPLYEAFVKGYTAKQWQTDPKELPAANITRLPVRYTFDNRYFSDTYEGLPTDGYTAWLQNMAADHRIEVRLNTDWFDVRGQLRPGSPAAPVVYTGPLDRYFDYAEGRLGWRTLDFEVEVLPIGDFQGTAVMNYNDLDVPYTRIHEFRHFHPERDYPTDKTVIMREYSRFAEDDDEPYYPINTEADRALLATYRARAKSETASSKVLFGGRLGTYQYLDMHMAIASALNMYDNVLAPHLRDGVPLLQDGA
Mtb BioA inh – BioA (M. tuberculosis) enzyme inhibition. purified M. tuberculosis BioA enzyme, plate reader. inhibition, % at 9.99 µM. actives 0.096% (n = 360,000). AID 602481; in the data active means inhibition above about 40%; inconclusive means no clear call, values can overlap the other calls
GDH-TPI counter – counter-screen for M. tuberculosis FBA inhibitors: GDH-TPI coupled enzymes | GDH-TPI coupled enzyme counterscreen, NADH absorbance | inhibition, % at 4.8 µM | actives 1.2% (n = 360,000); in the data active means inhibition above about 30%;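 further: 0% = DMSO wells and 100% = wells lacking the enzyme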
Active calls of the source: *; ? = inconclusive; / = no result given; & = joins results of further samples. Unless noted, no stated cut-off is given here; in the data, active means inhibition above about 30%; inconclusive means no clear call, values can overlap the other calls; inactive means below that.

Second line of a record: BoNT F protease, PfHsp40 rescue, BoNT A protease, FadD28 FP inh, Anthrax LF inh2, FBA Mtb inh, UGM FP inh, Mtb BioA inh, GDH-TPI counter
> Cc1nn(-c2ncccn2)c2c1C(=O)CC(C)(C)C2Br (stereo unspecified)
 : -1, -0.7, -0.3, -0.8, -2, 4, /, -0.5, 2
> CC(C)N=C(Nc1cccnc1)c1ccccc1
 : -14, -0.4, -3.9, -3.0, 12, -1, 0.2, 1.7, -6
> c1coc(CNCC2OCCc3ccccc32)c1 (stereo unspecified)
 : -2, 0.4, 0.9, -2.3, 0, 1, 3.1, 0.5, 0
> CC12CC3CC(C)(C1)CC(C(=O)NC(=S)N1CCCCC1)(C3)C2
 : -7, 2.4, 0.7, -5.1, -3, -3, -0.9, 0.4, 2
> COc1ccc(CNC(=O)/C=C/C(=O)O)cc1OC
 : 4, -0.7, 0.2, -5.5, -1, 2, -0.4, 0.4, -8
> COc1cc(OC)cc(C(=O)NNC(=O)C(CCC(N)=O)NS(=O)(=O)c2ccc(Cl)cc2)c1 (stereo unspecified)
 : -5, -1.4, 0.2, -5.4, -5, 7, /, -1.5, 2
> CC(NC(=O)CSc1nc2ccccc2n1CCC#N)c1ccc(F)cc1 (stereo unspecified)
 : 1, -2.0, 0.3, 2.3, 8, 6, -3.2, 1.3, -4
> CCSc1nc(C)c(CCOc2cccc(C)c2)c(=O)[nH]1
 : -2, 2.9, 0.1, -3.4, 0, -8, 2.0, 0.1, -8
> O=C(COC(=O)c1cc([N+](=O)[O-])ccc1N1CCOCC1)Nc1c(Cl)cccc1C(F)(F)F
 : 2, -1.0, -1.6, -4.1, -2, -3, -3.1, -0.6, 9
> c1ccc(CN2CCC(N=C3NN=C(c4ccc5c(c4)OCCO5)CS3)CC2)cc1
 : -6, 2.1, 3.2, -4.3, -4, -2, 0.9, /, 2
> CCOC(=O)c1c(-c2ccc(Cl)cc2)c(C#N)c(=O)n(N)c1N
 : -5, -0.2, 0.5, -1.4, -1, 0, -0.9, -1.2, 21
> CCOc1ccccc1C1C(C(=O)OC)=C(N)OC2=C1C(=O)CCC2 (stereo unspecified)
 : -9, 0.1, 1.2, -3.3, 0, 1, 0.6, 0.9, -4
> CC(SC(C)C(=O)NN=Cc1c[nH]c2ccccc12)C(=O)NN=Cc1c[nH]c2ccccc12 (stereo unspecified)
 : -5, 1.3, -0.2, 0.7, 1, -2, /, -2.0, 24
> COc1ccc([N+](=O)[O-])cc1COc1ccc2c(-c3ccccc3)cc(=O)oc2c1
 : -4, 0.0, 0.1, -0.3, -2, 6, 2.5, /, -4
> COc1cc(N(C)C)c(NC(C)=O)cc1C(=O)O
 : 9, -2.4, -0.2, -1.1, -7, 5, -1.6, -1.0, -1
> COc1ccccc1NS(=O)(=O)c1ccc2oc(SCC(C)=O)nc2c1
 : 6, 0.4, 0.7, -2.9, -1, -3, -3.7, -0.6, -16
> CCn1c(SCC(=O)Nc2cc(OC)c(OC)c(OC)c2)nnc1-c1cccs1
 : -7, 0.9, -1.3, -2.4, -4, 4, -0.1, 1.3, 14
> Cc1cc(NC(=O)COc2coc(CN3CCN(c4ccc(F)cc4)CC3)cc2=O)no1
 : -17, -0.1, -17, -3.2, -3, 0, -1.8, -1.8, 9
> CCN(CC)CCNCc1cc(Cl)ccc1OCc1ccccc1F
 : -9, 0.4, 0.0, 0.5, 2, 1, 1.8, /, 10
> CSCCC(NC(=O)c1cccc(C)c1)C(=O)NCc1cccs1 (stereo unspecified)
 : 7, -0.6, 5.9, 0.1, 0, -3, 0.4, -0.1, -1
> CCN(CCCNC(=O)CNC(=O)Cn1cnc2ccccc2c1=O)c1cccc(C)c1
 : 2, 1.1, 0.2, -2.3, -2, 4, -1.5, -1.7, 1
> Cc1ccc(CNS(=O)(=O)c2ccc3c(c2)N(C)CCO3)cc1
 : -1, 2.6, 1.0, 0.9, -2, -1, -1.5, 4.0, 1
> C[C@@]12N[C@@H](Cc3ccccc31)c1ccccc12
 : 4&-1, -2.2&0.0, 0.6&-0.1, 0.3&-2.4, -12&-3, 0&-3, 1.4, -0.6&-0.8, -9&2
> Cn1c(SCC(=O)N2c3ccccc3CCc3ccccc32)nnc1-c1ccc(O)cc1
 : 3, 6.1, 0.3, -2.1, -2, 0, 4.3, -0.9, 5
> O=C(OCN1C(=O)c2ccccc2C1=O)C1CCCCC1
 : -6, -1.2, -0.8, -3.2, 4, 1, 1.4, -0.9, 6
> O=C(CCNS(=O)(=O)c1cccs1)NCc1cccs1
 : -1, 0.4, 0.2, -0.4, -16, 1, -0.7, -0.1, 2
> COc1ccc(NC(=O)c2cc(-c3cc(F)ccc3OC(C)C)n[nH]2)c(C)c1
 : -12, /, 0.4, -3.1, 2, 8, /, -1.6, -4
> Cc1ccc(C2C3=C(CCCC3=O)OC3=C2C(=O)CCC3)cc1
 : 6, 0.3, 1.0, -1.3, 0, 0, 0.5, /, 6
> COc1ccc(-c2cc3c(=O)n(CC(=O)Nc4cccc(Cl)c4)nc(C)n3n2)cc1
 : 3, -0.4, 2.1, -1.6, -2, 2, -1.6, -1.9, -10
> O=C(O)c1nn(-c2ccccc2)nc1-c1nn(-c2ccccc2)nc1C(=O)O
 : -12, -0.5, 0.0, -1.1, -3, 13, 1.0, -0.3, -5
> CCc1cccc(CC)c1NC(=S)N1CCn2cccc2C1c1ccncc1 (stereo unspecified)
 : -5, 0.0, 0.9, -3.0, 0, 1, 0.1, /, 4
> Cc1ccccc1C(=O)N1CCC(C(=O)Nc2ccccn2)CC1
 : ?, -5.2, -9.8, 0.7, -2, 0, /, -0.7, -4
> CCc1nnc(NC(=O)CSc2nnc(-c3cccnc3)n2CCc2ccccc2)s1
 : 5, -1.3, -0.1, -1.0, -13, -1, 2.9, 0.1, 10
> Cc1ccccc1NC(=O)Cn1c(=O)sc2ccccc21
 : 0, 6.5, 0.1, -1.7, 3, -4, 0.5, /, -1
> CC(CCCN1CCCC1)Nc1ccnc2cc(Cl)ccc12 (stereo unspecified)
 : -46, -0.9, 0.7, /, 0, 8, /, 0.8, 18
> O=C(O)c1cc(-c2c[nH]c3ccccc23)nc2ccc3ccccc3c12
 : 2, -2.2, 0.7, 1.7, 1, 45*, 0.9, /, 18
> CC(C)CC(O)C1CCN(C(=O)CCc2nnc(-c3ccccc3)o2)CC1 (stereo unspecified)
 : 3, -1.1, 0.7, -3.6, -1, -2, -1.7, /, 2
> C[C@H](CO)N1C[C@H](C)[C@@H](CN(C)C(=O)Nc2ccc(C(F)(F)F)cc2)Oc2c(NC(=O)c3ccncc3)cccc2C1=O
 : -4, -1.7, -0.1, -4.2, -9, -1, -3.7, -1.4&0.4, 1
> COc1ccc(NC(=O)CN(C)C2CCS(=O)(=O)C2)cc1 (stereo unspecified)
 : 5, -0.3, 0.7, -0.6, 1, 2, -1.3, 1.1, -1
> NC(=S)N=Nc1c(O)n(CCCl)c2ccc(Br)cc12
 : -1, 0.6, 0.6, -4.0, 2, -8, 1.3, 1.3, 7
> Cc1ccc(CNS(=O)(=O)CCNC(=O)c2ccccc2)cc1
 : 13, -0.2, 5.6, -0.9, ?, -1, 2.2, 0.2, -7
> CCCCCCN1CCN(C2CN(CCc3ccccc3)S(=O)(=O)C2)CC1 (stereo unspecified)
 : 2, /, 0.2, -4.4, 7, -5, /, 1.9, /
> CCOC(=O)C1=C(C)OC(N)=C(C#N)C1c1cc(SCC)oc1C (stereo unspecified)
 : -8, -2.0, -0.8, -3.6, -1, 1, -0.6, 1.7, 2
> COc1ccc(Cl)c2sc(NC(=O)C3=COCCO3)nc12
 : -1, 0.7, 1.7, -2.8, 5, -2, /, /, 14
> Cc1cc(C(=O)Cn2nc(C(=O)O)c3ccccc3c2=O)c(C)n1CCc1ccc(F)cc1
 : 1, 3.5, -1.1, -4.3, -1, 1, 1.1, -1.2, 6
> CC(=O)NC(Cc1ccccc1)C(=O)NC1CCN(c2ncccc2[N+](=O)[O-])CC1 (stereo unspecified)
 : -1, 1.6, 0.1, -4.0, 0, -1, 0.0, /, -12
> Cc1nc(SCC2(C)CC2(Cl)Cl)n[nH]1 (stereo unspecified)
 : -1, -0.2, 0.3, -1.7, 1, 0, 0.1, /, -6
> CNC(=S)N/N=C(\C)c1ccc(Cl)c(Cl)c1
 : -3, 0.7, -0.8, -2.8, -2, -1, 2.6, /, 4
> COc1ccccc1-c1nc(SCc2ccccn2)n[nH]1
 : -9, -1.1, -0.1, 0.4, -2, -1, 0.2, 2.6, 1
> COc1ccc(/C=N/NC(=O)Cn2nc(C)c([N+](=O)[O-])c2C)cc1
 : -6, 0.1, -0.6, -1.5, -1, -2, -0.4, 0.9, 0

Next compounds follow:
Second line of a record: BoNT F protease, PfHsp40 rescue, BoNT A protease, FadD28 FP inh, Anthrax LF inh2, FBA Mtb inh, UGM FP inh, Mtb BioA inh, GDH-TPI counter
> CC1(C)CC(=O)C(C2C3=C(CC(C)(C)CC3=O)Oc3c(Br)cc(Br)cc32)=C(O)C1 (stereo unspecified)
 : ?, 55*, 0.3, -2.2, 15, -3, 0.0, -0.5, 1
> CC1CCN(CC(=O)NNC(=O)c2cccc(Br)c2)CC1
 : -33, 0.3, -5.0, -1.7, -4, 0, 1.5, /, 2
> O=C(Nc1cccnc1)c1ccc(Br)s1
 : -9, 0.5, -1.7, -2.3, -6, -1, 0.1, 2.3, 7
> COc1ccc(CNn2c(-c3cccc(C)c3)nc3ccccc3c2=O)cc1OC
 : -15, -0.6, -1.3, -3.2, -4, 0, -1.2, -0.2, 12
> COc1ccc(N2CCN(C(=O)c3ccc(NS(=O)(=O)c4ccc(F)c(F)c4)cc3)CC2)cc1
 : -6, -1.7, -4.0, -3.5, -1, -2, -0.4, -0.9, -4
> O=C(Cn1nc(-c2ccccc2F)ccc1=O)NCc1ccc2c(c1)OCO2
 : 10, -1.0, 0.6, -2.0, -3, -2, 2.8, -1.9, 4
> O=C(NC1CCN(Cc2ccccc2)C1)c1cc(COc2ccc(F)cc2F)on1 (stereo unspecified)
 : -4, 1.6, -2.5, 0.8, -2, -5, 1.6, /, 0
> O=C(Nc1nccs1)c1ccc([N+](=O)[O-])cc1
 : -9, -0.3, 0.4, 0.5, -2, -1, 2.1, -1.8, 28
> CCN(Cc1ccncc1)C(=O)CSc1ccc2ccccc2c1
 : -7, 0.5, 0.1, -2.7, -3, -2, 1.3, 4.7, -9
> Cc1cc(C)nc(N2CCN(C(=O)CCC(=O)Nc3nnc(C(C)C)s3)CC2)n1
 : /, 0.3, /, -0.7, /, 2, -0.6, -1.0, 8
> COc1cc(NC(=O)c2ccccc2)cc(OC)c1
 : 3, 0.7, -1.5, -4.3, -5, -5, -2.3, 0.0, -6
> CCn1c(O)c(N=NC(=O)c2cccnc2)c2cc(Br)ccc21
 : 1, -0.3, 0.1, -2.3, -1, -3, -1.2, 0.1, 15
> O=C(NCc1cccnc1)c1cccnc1Sc1ccc(Cl)cc1
 : 10, 1.3, 8.4, -4.6, -16, 1, 2.8, -0.3, -1
